From PubChem
LYPLA1 inh: LYPLA1 inhibitors, primary screen, counter-screen for PME1 inhibitor project, biochemical, fluorescence polarization, FP-Rh probe ABPP | Acyl-protein thioesterase 1 (Homo sapiens), O75608 | recombinant LYPLA1 | inhibition, % at 5.9 µM | hit rate 0.16% among 320,000 | AID 2174, 2009;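 active means inhibition above the mean of all tested compounds plus 3 SD, set per campaign, cut at about 14% in these data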;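 further: inhibitors block serine hydrolase probe labeling of LYPLA1 so polarization falls; 0% = enzyme with DMSO and 100% = wells lacking LYPLA1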
pPAFAH FP inh: pPAFAH enzyme inhibitors, primary screen, biochemical, fluorescence polarization, human. recombinant pPAFAH, FP-rhodamine probe fluorescence polarization. inhibition, % at 3.39 µM. hit rate 1.5% among 330,000. AID 463082, 2010;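 active means inhibition above the mean inhibition across the screen plus 3 SD, cut at about 25% in these data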;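 further: inhibitors block binding of the rhodamine activity-based probe so polarization drops; 0% = enzyme with DMSO and 100% = wells lacking pPAFAH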
Target sequence (Q13093 whole entry, looked up): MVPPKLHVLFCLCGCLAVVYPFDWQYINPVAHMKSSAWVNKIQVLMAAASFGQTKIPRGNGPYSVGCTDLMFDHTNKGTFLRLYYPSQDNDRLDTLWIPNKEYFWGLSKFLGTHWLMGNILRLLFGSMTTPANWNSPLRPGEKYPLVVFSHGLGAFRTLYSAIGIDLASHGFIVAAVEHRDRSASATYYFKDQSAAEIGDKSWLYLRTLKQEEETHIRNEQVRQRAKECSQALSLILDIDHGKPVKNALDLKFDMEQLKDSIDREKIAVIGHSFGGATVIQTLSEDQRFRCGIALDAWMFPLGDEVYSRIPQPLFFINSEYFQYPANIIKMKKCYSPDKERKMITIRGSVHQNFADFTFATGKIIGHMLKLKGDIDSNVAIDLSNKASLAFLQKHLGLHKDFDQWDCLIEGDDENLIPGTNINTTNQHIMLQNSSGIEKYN
LYPLA2 inh: LYPLA2 inhibitors, primary screen, counter-screen for PME1 inhibitor project, biochemical, fluorescence polarization, FP-Rh probe ABPP. hit rate 0.38% among 320,000. recombinant LYPLA2. inhibition, % at 5.9 µM;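 active means inhibition above the screen-wide mean plus 3 SD, limit set per campaign, cut at about 26% in these data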;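 further: 0% = LYPLA2 with DMSO and 100% = wells lacking LYPLA2 enzyme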
Target sequence (O95372 whole entry, looked up): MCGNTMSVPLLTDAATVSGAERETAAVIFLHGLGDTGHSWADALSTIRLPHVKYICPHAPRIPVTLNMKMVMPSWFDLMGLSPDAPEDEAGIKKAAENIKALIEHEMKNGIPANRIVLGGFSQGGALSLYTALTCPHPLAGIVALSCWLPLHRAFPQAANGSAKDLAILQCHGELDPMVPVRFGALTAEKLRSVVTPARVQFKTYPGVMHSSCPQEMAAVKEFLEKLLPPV
PAD4 FP inh: human PAD4 inhibitors, primary screen, biochemical, fluorescence polarization, 1536-well format; Protein-arginine deiminase type-4 (Homo sapiens), Q9UM07; recombinant PAD4, RCA probe fluorescence polarization; inhibition, % at 6.36 µM; hit rate 0.41% among 330,000;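 active means percent inhibition above a cutoff equal to the mean of all tested compounds plus 3 SD, cut at about 15% in these data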;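 further: 0% = PAD4 with RCA probe and DMSO and 100% = probe without PAD4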
PME-1 inh: PME-1 inhibitors via competitive probe labeling, primary screen, biochemical, fluorescence polarization, FP-Rh probe, HTS; Protein phosphatase methylesterase 1 (Homo sapiens), Q9Y570; inhibition, % at 5.9 µM; AID 2130, 2009; hit rate 0.53% among 320,000; recombinant PME-1;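 active means inhibition above the campaign mean of all compounds plus 3 SD, cut at about 26% in these data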;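 further: competitive labeling of PME-1 active site by serine hydrolase directed probe; 0% = PME-1 with DMSO and 100% = wells lacking PME-1 enzyme; inhibitors block probe labeling so polarization falls and inhibition rises; many of its hits are not listed in these tables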
GSTO1 inh: inhibitors of recombinant GSTO1, primary screen, counter-screen for RBBP9 inhibitor project, biochemical, fluorescence polarization; Glutathione S-transferase omega-1 (Homo sapiens), P78417; activity-based probe fluorescence polarization; inhibition, % at 5.96 µM; hit rate 1.1% among 300,000; AID 1974, 2009;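 active means inhibition above the campaign mean inhibition plus 3 SD, cut at about 35% in these data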;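 further: 0% = GSTO1-1 with DMSO and 100% = wells lacking GSTO1-1 enzyme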
PREPL inh: PREPL enzyme inhibitors, primary screen, biochemical, fluorescence polarization; recombinant PREPL, fluorescence polarization activity-based probe; inhibition, % at 5.96 µM; hit rate 0.68% among 320,000; in the data active means inhibition above about 43%;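 further: 0% = enzyme with DMSO and 100% = wells lacking enzyme; many of its hits are not listed in these tables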
PAFAH1B3 inh: PAFAH1B3 enzyme inhibitors, primary screen, biochemical, fluorescence polarization, human; Platelet-activating factor acetylhydrolase IB subunit alpha1 (Homo sapiens), Q15102; recombinant PAFAH1B3, FP-rhodamine probe; inhibition, % at 3.39 µM; hit rate 0.28% among 340,000;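 active means inhibition above the screen-wide average of all tested compounds plus 3 SD, cut at about 25% in these data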;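 further: 0% = enzyme with DMSO only and 100% = wells lacking PAFAH1B3 protein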
Target sequence (Q15102 whole entry, looked up): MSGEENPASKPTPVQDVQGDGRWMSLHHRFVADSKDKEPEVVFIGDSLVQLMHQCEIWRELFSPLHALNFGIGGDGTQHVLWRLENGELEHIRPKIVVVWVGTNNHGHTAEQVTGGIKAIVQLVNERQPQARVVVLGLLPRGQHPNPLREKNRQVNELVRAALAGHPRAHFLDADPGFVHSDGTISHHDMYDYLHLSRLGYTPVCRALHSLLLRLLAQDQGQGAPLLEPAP
PAFAH1B2 inh: PAFAH1B2 enzyme inhibitors, primary screen, biochemical, fluorescence polarization, human. AID 492953, 2010. recombinant PAFAH1B2, FP-rhodamine activity probe. inhibition, % at 3.39 µM. hit rate 1.2% among 340,000;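 active means inhibition above the mean of all tested compounds plus 3 SD, cut at about 24% in these data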;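 further: 0% = enzyme with DMSO and 100% = wells lacking PAFAH1B2; many of its hits are not listed in these tables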
The depositor's hits bear a star; / = no result given.

Screens in order – LYPLA1 inh	pPAFAH FP inh	LYPLA2 inh	PAD4 FP inh	PME-1 inh	GSTO1 inh	PREPL inh	PAFAH1B3 inh	PAFAH1B2 inh
> COc1ccccc1NC(=O)COC(=O)CNC(=O)C1CCCCC1
  /	3	/	1	/	/	10	0	4
> COc1ccc(CNC(=O)/C=C/c2ccco2)cc1OC
  -1	-4	1	-1	-1	0	-2	-3	-3
> CC1CN(C(=O)C(C)Sc2nc3ccccc3s2)CC(C)O1 (configuration not stated)
  -4	-1	1	2	-5	-4	6	-6	5
> CCC(=O)Nc1ccccc1N1CCN(S(C)(=O)=O)CC1
  2	1	12	2	4	3	9	5	-4
> CCOC(=O)C1CCN(C(=O)C2(NC(=O)NC3CCCCC3)CCCCC2)CC1
  -4	-2	-5	3	2	11	4	7	3
> O=C(COC(=O)CCC(=O)c1cccs1)Nc1cccc(S(=O)(=O)N2CCOCC2)c1
  1	8	-2	4	6	-6	-3	8	3
> CCC(=O)NC(=S)Nc1cccc(-c2nc3ncccc3o2)c1
  -1	1	4	0	4	-4	-4	-1	-4
> CCOc1ccc(CCNC(=O)c2nnn(CC(=O)Nc3ccc(OC)c(OC)c3)c2N)cc1OCC
  2	-3	12	6	-6	-2	7	2	4
> CNC(=O)c1cc(C(=O)c2ccc(Cl)cc2)c[nH]1
  -2	0	2	3	4	2	9	1	5
> O=C(Nc1nnc(C2CCCCC2)s1)C1CC(=O)N(c2ccccc2)C1 (configuration not stated)
  -4	-8	-2	-1	-8	-5	-6	-7	-15
> Cn1ccnc1C(=O)c1ccccc1Cl
  2	0	8	7	-3	5	-1	1	0
> Cc1ccc(C2=NN(CCC(=O)NCCC(C)C)C(=O)CC2)cc1
  -3	0	-6	-1	0	0	1	/	/
> CC(=O)n1cc(/C=N/NC(=O)c2cccc(O)c2)c2ccccc21
  -6	3	-4	-4	-8	-5	1	-3	5
> CCN1CCN(C(=O)c2cc(COc3ccc(C(C)=O)cc3OC)on2)CC1
  3	4	2	-4	1	3	-5	7	2
> COc1ccc(/C=C/C(=O)Nc2cccnc2)cc1OC
  0	0	4	0	0	-9	12	0	2
> CC(C)CC(=O)NCCCN1CCN(CCCNC(=O)CC(C)C)CC1
  -3	5	3	1	-4	1	-2	-3	-1
> Cc1cc([N+](=O)[O-])ccc1-c1ccc(/C=N/NC(=O)c2ccc(Br)o2)o1
  0	4	1	1	0	2	1	-13	-13
> CCNC(=O)COC(=O)CNC(=O)c1cc(Cl)cc([N+](=O)[O-])c1
  0	3	5	-2	4	5	-1	-2	3
> O=C(Nc1ccc(C(=O)O)cc1)/C(=C\c1ccc2c(c1)OCO2)NC(=O)c1ccc(Br)cc1
  3	2	-1	-5	-7	-14	-7	4	3
> Cc1ccc(C)c(N2CCN(C(=O)c3cc4sccc4n3C)CC2)c1
  2	2	2	1	-5	2	1	11	4
> CC(C)C(OC(=O)c1nsc(Cl)c1Cl)C(=O)NCc1ccccc1 (configuration not stated)
  0	26*	6	-4	1	8	-7	6	5
> CCN(CC)S(=O)(=O)c1ccc2oc(C(=O)NC3CC3)c(C)c2c1
  3	2	4	-4	0	-17	3	6	7
> Cc1ccccc1CSc1nnc(-c2ccccn2)n1N
  3	6	-2	-1	6	1	-2	5	2
> Cc1cccc(NC(=S)N(Cc2ccc(Cl)cc2)Cc2ccc(C(=O)O)cc2)c1
  0	0	1	0	3	-3	13	8	6
> O=C(COC(=O)c1cc2ccccc2cc1O)NC1CCCCC1
  /	8	/	1	/	/	27	5	3
> O=C(NCCCN1CCOCC1)c1cc(Cl)ccc1OCc1ccccc1
  -5	3	-7	1	-4	11	9	7	5
> O=c1cc(-c2ccccc2)nc(SCc2ccccc2)[nH]1
  -1	0	-1	1	-4	-8	0	4	3
> N#C/C(=C/c1ccc(Br)o1)C(N)=S
  -2	15	0	-27	2	28	4	/	/
> COc1ccc(Cn2c(CCC(=O)Nc3ccccc3OC)nc3cccnc32)cc1
  -1	7	-3	-2	10	2	3	4	0
> Fc1ccc(Cn2ccc(-c3cnc(-c4ccccc4)s3)n2)cc1
  -9	2	-11	-4	-12	1	-42	-1	-3

Next results:
Screens in order – LYPLA1 inh	pPAFAH FP inh	LYPLA2 inh	PAD4 FP inh	PME-1 inh	GSTO1 inh	PREPL inh	PAFAH1B3 inh	PAFAH1B2 inh
> CC(=O)Nc1ccc(NC(=O)CCCSc2nc3ccccc3[nH]2)cc1
  0	5	-2	0	6	5	-2	12	2
> CCc1ccc2oc(-c3ccc(OC)cc3)cc(=Nc3c(C)n(C)n(-c4ccccc4)c3=O)c2c1
  3	1	3	-2	3	-4	-9	0	1
> CC(=O)c1c(C)[nH]c(C(=O)COC(=O)COc2ccccc2F)c1C
  1	2	2	-9	0	/	-2	7	2
> COc1cc(CNc2ccc(C)c(C)c2)cc(OC)c1OC
  -2	-4	-2	-2	5	9	18	-3	4
> COc1ccc(C(=O)Nc2ccc(C(=O)OCC(=O)c3ccccc3)cc2)cc1
  -6	-2	-6	-3	-7	3	-2	-6	-15
> CN(CC(O)Cn1cnc2c1c(=O)n(C)c(=O)n2C)c1ccccc1 (configuration not stated)
  0	6	-3	-3	4	3	6	1	3
> CCOCc1nnc(NC(=O)CCC2CCCCC2)s1
  0	4	1	-4	-2	4	-9	-3	1
> C[C@H](CO)NC(=O)[C@H](C)[C@@H]1C[C@@]1(C)[C@@H](NC(=O)OCc1ccccc1)c1ccccc1
  4	5	3	-2	1	1	8	9	0
> CCCCNC(=S)NNC(=O)c1ccncc1
  0	-1	-4	3	0	-6	-2	3	2
> COc1ccc(OC)c(NS(=O)(=O)c2ccc(NC(=O)C3COc4ccccc4O3)cc2)c1 (configuration not stated)
  -10	2	-7	-1	-5	-3	23	-4	-2
> CC[N+](CC)(CC#Cc1ccccc1)CC#Cc1ccccc1
  -3	0	-6	3	4	9	-6	3	3
> Cc1cccn2cc(CNC(=O)C3CCCCC3)nc12
  5	1	8	-2	-4	3	3	4	6
> CC(=O)NC1(c2ccc(F)cc2)CCN(C(=O)c2c(F)cccc2F)CC1
  3	-1	4	1	3	-1	6	7	1
> CSc1nnc(C(C)(C)C)c(=O)n1/N=C/c1ccccc1
  2	3	6	1	2	5	-4	7	2
> Cc1cc(NC(=O)c2cccc(S(=O)(=O)N3CCOCC3)c2)c2ccccc2n1
  -1	2	9	-5	7	8	-7	-1	3
> Cc1cccc(NS(=O)(=O)c2ccc3c(c2)OCCO3)c1
  -2	23	-5	-1	-2	-2	-1	-2	3
> C=CCNC(=O)c1ccc(NC(=O)CC2SC(N3CCCC3)=NC2=O)cc1 (configuration not stated)
  -2	2	1	-3	-3	0	-8	9	3
> CCCOc1ccc(Oc2nc(-c3ccncc3)nc3ccccc23)cc1
  1	2	7	6	-8	5	8	-1	3
> O=C(COC(=O)CNC(=O)c1ccco1)Nc1ccc(F)cc1
  -2	1	-5	-2	-2	1	-4	2	-2
> CN(c1ccccc1C(=O)Nc1cccnc1)S(C)(=O)=O
  4	-1	2	0	-2	6	2	10	-1
> O=C(Nc1ccccc1)c1ccc(S(=O)(=O)NCc2ccco2)cc1
  -1	5	3	-8	1	-10	6	0	3
> Cc1ccc(C(=O)N/N=C/C=C/c2ccccc2)cc1
  -2	3	2	3	-3	2	-3	4	3
> COC(=O)c1cn(Cc2ccccn2)c(=O)c2ccccc12
  1	-1	-6	-4	-2	3	-6	3	1
> CCC(C)(C)NC(=O)c1cc(C(=O)OC)cc([N+](=O)[O-])c1
  0	6	-5	-3	-6	1	-6	6	6
> Cc1cc(N2C(=O)C3C4CCC(C4)C3C2=O)no1 (configuration not stated)
  -1	-1	-8	-4	-2	-4	12	1	-6
> CC(C)(C)N(C=C(Cl)Cl)C(=O)NC1CCCCC1
  1	1	7	0	3	3	-6	5	2
> COc1cc2[nH]c(=S)n(Cc3ccc(C)o3)c(=O)c2cc1OC
  -1	-4	-1	-12	13	0	7	10	3
> Cc1cc(C)n2nc(SC(C)C(=O)Nc3ccccc3F)nc2n1 (configuration not stated)
  /	-2	/	2	/	/	8	5	-1
> CCc1ccc(-c2nc(CS(=O)CC(=O)NCCCN3CCOCC3)c(C)o2)cc1 (configuration not stated)
  1	11	4	0	-15	0	11	8	1
> CCc1ccc(OCC(=O)NC(NC(=S)Nc2ccccc2OC)C(Cl)(Cl)Cl)cc1 (configuration not stated)
  -3	-1	4	5	-4	-7	7	-4	1

(listing goes on)
Screens in order – LYPLA1 inh	pPAFAH FP inh	LYPLA2 inh	PAD4 FP inh	PME-1 inh	GSTO1 inh	PREPL inh	PAFAH1B3 inh	PAFAH1B2 inh
> CC1CCCCN1Cc1c(O)ccc2c(=O)c(-c3ccc(Cl)cc3)coc12 (configuration not stated)
  0	0	1	4	-7	2	14	3	6
> O=C(COC(=O)CCCC1=NS(=O)(=O)c2ccccc2N1)Nc1ccccc1
  1	-6	0	-3	3	8	10	3	-2
> CCC1=NN2C(=N)/C(=C\c3ccc(OCCOc4ccccc4OC)cc3)C(=O)N=C2S1
  0	8	2	-2	-4	-6	1	-4	2
> COc1ccc(CCNC(=O)C(=O)N2CCCCC2)cc1OC
  1	0	7	2	1	1	-3	3	2
> CCOP(=O)(OCC)C(NC(=O)Nc1ccc(Cl)cc1)C(=O)N(CC)CC (configuration not stated)
  1	-4	-2	-6	-3	3	11	2	0
> O=C(NCC(=O)N(Cc1ccco1)C(C(=O)NC1CCCCC1)c1cccnc1)c1cccs1 (configuration not stated)
  1	-3	6	3	-4	-2	-7	4	-4
> CC(C)CC(NC(=O)c1ccc(Cl)cc1)C(=O)O (configuration not stated)
  1	-2	6	-3	1	-1	9	12	3
> COc1ccccc1NC(=O)C(C)Sc1nc2ccccc2c(=O)n1CC1CCCO1 (configuration not stated)
  0	4	0	-1	8	-14	-3	7	-1
> CCn1c2ccc(F)cc2c2nnc(SCCN3CCOCC3)nc21
  1	0	-2	4	-2	8	6	-1	5
> COc1ccccc1N1CCN(C/C(O)=C(\C#N)c2nc(-c3ccccc3)cs2)CC1
  0	5	0	-2	0	16	5	2	4
> CC(C)CC1CC(=O)OC1(C)C(=O)CSc1nc2ccccc2s1 (configuration not stated)
  -3	1	-3	-1	0	-10	-8	4	3
> CCOc1cc(C)cc2oc(=O)cc(-c3ccccc3)c12
  -8	3	4	-3	-3	-2	-11	7	5
> c1ccc(CSc2nnnn2-c2cccc3ccccc23)nc1
  -4	6	-5	0	-3	0	-12	4	3
> Cn1c(CN2CCCC2)nc2cc(NC(=O)Nc3ccccc3)ccc21
  -1	1	-1	-1	-2	-5	6	13	6
> CCN(CC)C(=O)COc1ccc2c(c1)C(=O)CC(C)(C)O2
  -3	3	0	1	1	3	-3	2	1
> COc1ccc(CCNC(=O)c2c(C)noc2C)cc1
  -3	3	-1	-1	-3	6	-2	0	1

These rows are one share of the data (hit frequency here may not be typical).
